Lipid droplet – inhibitors of hepatocyte lipid droplet formation, primary screen, imaging, high-throughput imaging, BODIPY stain; inhibition, % at 6.5 µM; AML12 mouse hepatocytes, oleate lipid droplets; 240,000 tested, 0.4% active;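 active means lipid droplet intensity inhibited by at least 50%, with more than 500 cells counted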
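Assay system: AML12 hepatocytes (mouse) / Also added: 100 µM oleic acid challenge / Times: overnight treatment with compound plus oleate / Detection: high-content imaging of BODIPY-stained droplets and DAPI nuclei / Evaluation: % inhibition of lipid droplet signal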
human PMI inhibition – inhibitors of human PMI, primary screen, biochemical, fluorescence intensity, coupled assay (AID 1209). purified PMI enzyme, coupled fluorescence intensity; higher % means a stronger effect. one-dose inhibition, % at 20 µM; IC50 in µM for titrated hits. 190,000 tested, 0.42% active;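 further: plate controls were DMSO vehicle for no effect and wells lacking substrate for full effect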
PMI inhibition – human PMI inhibitors, high substrate, primary screen, biochemical, fluorescence intensity, high mannose 6-phosphate (AID 1220) | 190,000 tested, 0.66% active | Mannose-6-phosphate isomerase (Homo sapiens) | recombinant PMI enzyme, coupled fluorescence intensity; higher % means a stronger effect | one-dose inhibition, % at 20 µM; IC50 in µM for titrated hits
T cell modulator – modulators of CD8 T cell-vesicle binding, primary screen, mouse 2C CD8+ T cells, flow cytometry; 2C CD8+ T cell-vesicle binding; active compounds read low; calls only at 7 µM; 330,000 tested, 0.068% active;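 active means response, share of CD8 T cells binding vesicles, and their 90th percentile fluorescence all below set limits, cut at about 80% in these data, passing the limit was not always enough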
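Read-out – percent CD8+ FL2 mean versus row control · System – murine 2C transgenic CD8+ T lymphocytes · Times – 1.5 h cell–vesicle binding at 37 °C, then 20 min icy labelling · Control set – naked vesicles low, QL9 vesicles with vehicle high · Detection – cytometric PE anti-B7-1 and Alexa647 anti-CD8 signals after 1% paraformaldehyde fixation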
MT stabilizer – microtubule stabilizers in HeLa cells, primary screen, imaging, high-content imaging; HeLa tubulin immunostaining HCS, 24 h; share of cells brighter than vehicle mean+2SD; % tubulin-high responders, % at 10 µM; 200,000 tested, 0.83% active; AID 2205, 2009;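 active means plate Z-score above 3 for both tubulin-high and condensed-nucleus cell shares, with cell loss under 80%, at 10 µM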;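 further: anti alpha tubulin signal scored within the nucleus-defined area of each cell; some results filed as inactive read as strong as hits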
TNAP activators – human TNAP enzyme activators, primary screen, biochemical, luminescent, no phosphate acceptor, uHTS (AID 1001) | purified TNAP, luminescent activation assay, no phosphate acceptor; higher activation fold means a stronger effect | Alkaline phosphatase, tissue-nonspecific isozyme (Homo sapiens) | 200,000 tested, 0.03% active | activation fold at 20 µM, or EC50 in µM where a hit was titrated; in the data active means activation fold from about 3, or a potency from the dose series; inactive means the rest, 99 in 100 with activation fold below about 1.6; further: many of its hits are not listed in these tables
bCat nuc transl – modulators of beta-catenin nuclear translocation, primary screen, imaging, HeLa cells, immunofluorescence, high-content. nuclear translocation activity, % at 5 µM. 190,000 tested, 0.3% active. AID 1665, 2009;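 active means nuclear translocation activity above 50% at 5 µM, with a well cell count of 50 or more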;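 further: per-cell ratio of nuclear to cytoplasmic median beta-catenin stain intensity; plate controls were DMSO negative control for no effect and GSK-3 inhibitor IX positive control for full effect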
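Read-out: Nuclear/cytoplasmic beta-catenin signal ratio, % activation | Assay system: Human HeLa cell line | Times: 24 h compound exposure at 37°C, 5% CO2 | Signal: Fluorescence imaging of beta-catenin antibody stain plus DAPI | Dosing: 5 µM primary, 0.02–20 µM confirmation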
Ins promoter up – insulin promoter activators in MIN6 cells, imaging, high-content screening, mouse beta cells | MIN6 insulin promoter-GFP reporter; active compounds read high | z-score at 5 µM | 190,000 tested, 0.3% active | AID 1625, 2009;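 active means z-score above 3 at 5 µM with at least 500 cells counted in the well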
Autophagy mod – autophagy modulators in MEF cells, primary screen, imaging, high-content, MEF GFP-LC3 | MEF GFP-LC3 puncta imaging; test concentration mostly 10 µM | calls only at 10 µM (by protocol) | 190,000 tested, 0.98% active;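 active means percentage of spot-positive cells more than 3 SD above its plate mean, without a fluorescence outlier flag or 80% toxicity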;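 further: spot-positive cell cutoff set from DMSO-treated cells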
Ins promoter up cell count – also measured in Ins promoter up; calls as there; cell count; measured here: cytotoxicity, nuclei count;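 total cells summed across four imaged fields per well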
Lipid droplet cells 6.5 µM – recorded beside Lipid droplet, whose call it bears; cell count; measured here: cell count, cytotoxicity flag;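 cells counted across two imaged fields per well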
bCat nuc transl cell count 5 µM – also measured in bCat nuc transl; calls as there; cell count; measured here: cell count, cytotoxicity flag
T cell modulator vesicle-bound % – also measured in T cell modulator; calls as there; double positive events, %; measured here: CD8+ vesicle-bound cell fraction;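 binding gate set so that unloaded-vesicle control wells show 10% double positive cells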
MT stabilizer Hoechst-high % – second read-out of MT stabilizer, no call of its own (marks repeat the call); % Hoechst-high responders; measured here: nuclear condensation Hoechst responders;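 share of cells brighter than vehicle mean plus two SD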
MT stabilizer cytotoxicity % – further read-out of MT stabilizer, marked with its call; toxicity, %; measured here: cytotoxicity by cell density;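 0% = mean cell density of plate MIN control wells and 100% = no cells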
Autophagy mod cell loss 18 h – recorded beside Autophagy mod, whose call it bears; toxicity, %; measured here: cell loss, nuclei count;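 cell loss after 18 h compound exposure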
The depositor's hits bear a star; i = inactive; . = not tested or not shown. Unless noted, no stated cut-off is given here; in the data, active means inhibition above about 50%; inactive means the rest.

The line under a structure holds: Lipid droplet	Lipid droplet cells 6.5 µM	human PMI inhibition	PMI inhibition	T cell modulator	T cell modulator vesicle-bound %	MT stabilizer	MT stabilizer Hoechst-high %	MT stabilizer cytotoxicity %	TNAP activators	bCat nuc transl	bCat nuc transl cell count 5 µM	Ins promoter up	Ins promoter up cell count	Autophagy mod	Autophagy mod cell loss 18 h
1. CCc1ccccc1NC(=O)C1NC(=O)CC1c1ccccc1 (stereo not given)
  .	.	-4.0%	-2.1%	i	65.8	3.7	2.4	4.4	1.1	.	.	-0.37	916	i	8.6
2. Cc1ccc2c(c1)C1CN(C)CCC1N2C(=O)c1ccccc1NS(=O)(=O)c1ccc(F)cc1 (stereo not given)
  -3.2	657	9.8%	-0.2%	i	57.7	1.9	1.4	8.7	1.1	2.1	1100	-0.42	1362	i	5.9
3. CCOC(=O)N1CCN(C(=O)c2cc(S(=O)(=O)N3CCCC3)cn2C)CC1
  .	.	2.8%	-0.7%	i	6.8	1.8	3.6	11.9	1	-2.7	1481	3.05*	1343*	i	31.5
4. CC(C)CN(CC(C)C)C(=O)C12CCC(C)(C(=O)C1)C2(C)C (stereo not given)
  -0.8	733	7.3%	7.2%	i	39.9	2.9	2.3	6.5	1.1	1.2	1015	-0.01	1832	i	-1.6
5. CN1CCN(c2oc(-c3ccco3)nc2S(=O)(=O)c2ccccc2)CC1
  .	.	3.4%	13.8%	i	40.2	3.5	1.9	6.6	1.1	-8.3	956	0.48	1491	i	13.3
6. CC1Cc2ccccc2N1CC(=O)Nc1ccc(Cl)c(S(=O)(=O)N(C)C)c1 (stereo not given)
  -1.6	694	0.2%	8.7%	i	33.1	3.7	1.3	2.8	1.1	-1.0	1115	0.63	1009	i	-3.7
7. Cc1cccc(NS(=O)(=O)c2cc(NC(=O)CC(=O)c3ccc([N+](=O)[O-])cc3)ccc2C)c1
  0.8	769	1.1%	-5.0%	.	.	3.5	2.9	3.9	1	-0.3	1505	0.58	1385	i	-6.8
8. CC(C)COC(=O)/C(C#N)=C/c1cn(Cc2ccccc2)c2ccccc12
  -0.1	650	-13.5%	-19.8%	i	41.8	3.7	1.9	3.0	1.2	-1.9	1076	-0.06	1464	i	5.8
9. CCCOC(=S)NC(=O)c1sc2ccccc2c1Cl
  .	.	-2.6%	-6.5%	i	1.2	1.4	2.0	8.5	0.6	-0.5	1277	-0.04	1443	i	31.6
10. Cc1cccc(-n2nc(C)cc2N)c1
  .	.	4.3%	-1.5%	i	55.7	2.4	1.6	7.4	1.1	1.0	1296	-0.68	1577	i	-1.1
11. CCCNC(=O)CS(=O)(=O)Cc1nc(-c2ccccc2C)oc1C
  2.8	684	6.5%	3.1%	i	22.8	2.1	3.0	9.8	1.1	4.5	954	-1.27	1549	i	-7.4
12. COc1cc(/C=N/NC(=O)c2cccnc2)ccc1OS(=O)(=O)c1cc(C)ccc1C
  -2.2	698	9.4%	13.2%	i	44.4	3.6	3.6	0.5	1	3.1	540	-0.09	1273	i	-3.9
13. CCCOC(=O)c1ccc(NC(=O)c2c(Cl)ccc(Cl)c2OC)cc1
  -4.0	607	27.2%	16.5%	i	27.7	2.1	1.7	5.6	1.2	-1.1	947	.	.	i	17.0
14. Cc1ccc(C)c(NC(=O)CSc2nnc3n2CCCCC3)c1
  -103.5	615	6.8%	2.1%	i	61.2	4.1	1.2	5.7	1.1	-2.3	1090	1.19	1642	i	-5.3
15. CC(=O)N(Cc1cccs1)Cc1cc2ccc(C)c(C)c2nc1Cl
  -10.9	661	6.0%	1.5%	i	43.7	1.9	2.1	2.3	1	-4.0	1115	0.29	1126	i	18.5
16. Cc1ccc(NC(=O)Nc2cccc(C(F)(F)F)c2)nc1
  11.1	702	0.4%	-2.9%	i	25.9	1.1	1.6	6.4	1.1	-0.5	1503	-0.85	1472	i	2.2
17. CCOC(=O)c1c(C)oc2ccc(NS(=O)(=O)c3ccc4c5c(cccc35)C(=O)N4)cc12
  2.4	795	10.3%	23.1%	i	64.0	6.2	2.8	3.6	1.1	-1.8	1172	-0.91	959	i	24.9
18. O=C(c1cccc(S(=O)(=O)NCc2ccccc2)c1)N1CCCC1
  8.6	691	-13.9%	-11.4%	i	29.7	3.1	1.8	8.3	1.1	-3.4	1137	-0.6	1170	i	5.3
19. CC(C)CCNC(=O)c1ccc(CS(=O)(=O)Cc2ccccc2F)o1
  -16.1	701	-6.8%	-3.5%	i	55.2	2.4	1.0	1.5	1.1	2.2	1078	-1.11	1144	i	11.3
20. CCCOC(=O)NC(CC)COC(=O)Nc1cc(C)ccc1C (stereo not given)
  .	.	2.9%	0.7%	i	14.1	2.2	1.2	5.2	1.1	-1.7	861	0.16	1454	i	5.9
21. Cc1noc(C)c1COc1ccc(C(=O)OCC(N)=O)cc1
  -10.5	677	-6.6%	-1.6%	i	61.8	6.1	1.6	7.6	1	3.4	1066	0.12	1331	i	0.2
22. O=C(C1CCN(S(=O)(=O)c2cccnc2)CC1)N1CCN(c2cccc(Cl)c2)CC1
  .	.	7.2%	16.7%	i	24.3	4.5	1.8	8.7	1.1	0.5	1160	1.49	1008	i	15.5
23. COc1ccc(-c2noc(CCC(=O)O)n2)cc1
  -6.1	737	7.3%	8.0%	i	52.1	2.8	2.0	2.0	1.1	-1.5	475	0.04	1160	i	3.8
24. Cc1ccc(C(=O)NNC(=O)c2cccc(C)c2)cc1
  3.6	617	8.6%	7.1%	i	47.6	2.6	2.3	7.0	1.4	0.8	1519	-0.54	1630	i	-3.6
25. Cc1c(O)ccc2c(=O)c(-c3nncn3-c3ccccc3)coc12
  7.9	730	-3.3%	4.8%	i	33.0	4.2	2.2	8.4	1.1	0.6	1541	-0.42	1431	i	4.1
26. Cc1sc(N)c(C(=O)c2ccccc2Cl)c1C
  -16.4	541	20.0%	9.8%	i	61.7	2.5	2.6	4.9	1.1	0.5	1566	.	.	i	-0.5
27. Cc1cccc(C)c1NC1=NC(=S)N(c2ccccc2)C12CCOC(C)(C)C2 (stereo not given)
  8.6	781	-9.8%	0.8%	i	8.8	1.1	2.1	12.6	1	.	.	-0.45	833	i	-2.7
28. Cc1cccc2c1N(CCCOc1ccc(C(C)(C)C)cc1)C(=O)C2=O
  .	.	15.2%	7.9%	i	42.6	5.2	2.6	8.4	1.1	.	.	1.69	980	i	18.6
29. C=CCNC(=O)COC(=O)c1oc2ccccc2c1CSC1CCCCC1
  -30.0	579	12.7%	10.4%	i	2.4	4.1	1.5	6.5	1.1	0.5	1030	0.91	1439	i	6.3
30. COC(=O)CCc1c(C)c(C(=O)c2ccc(F)cc2)c2ccccn12
  2.6	711	-3.1%	6.2%	i	55.1	2.6	3.0	5.8	1.1	-4.0	1138	0.02	1199	i	-9.1
31. COc1cc(OC)c2c(c1)S(=O)(=O)C(c1ccccc1)=C2N
  -1.5	688	-22.9%	-33.8%	i	11.3	2.5	1.8	11.4	1	-2.8	1122	-0.31	1241	i	11.8
32. CCOc1c2ccc(C(=O)NC3CCCc4ccccc43)cc2nn1C (stereo not given)
  .	.	-0.6%	0.6%	i	38.4	2.7	1.2	3.4	1	-2.7	1401	1.29	1557	i	10.9
33. Cc1cc(C)c(NC(=O)C2CCCN2C(=O)NC2CCCCC2)c(C)c1 (stereo not given)
  1.9	718	-1.2%	0.1%	i	47.7	2.1	1.8	1.4	1.1	-1.9	1182	0.15	1232	i	-2.1
34. Cc1nc2ccc(NS(=O)(=O)c3c(C)c(C)cc(C)c3C)cc2s1
  -25.8	808	21.1%	7.3%	i	48.1	43.7*	24.6*	35.5*	1	1.6	1177	0.34	1358	i	-2.6
35. O=C(Cn1cc2c(n1)CCCCC2)N1CCc2ccccc2C1
  -2.1	619	11.0%	13.2%	i	5.5	3.4	2.7	6.1	1.2	-4.2	1134	0.94	1936	.	.
36. COc1ccc(CNC(=O)c2csc(Cc3ccccc3)n2)cc1
  23.6	674	11.1%	12.6%	i	51.4	0.2	2.5	7.5	1.1	-0.4	1048	-0.11	1781	i	16.7
37. COC(=O)COc1nc(C)c(Br)c(OC)n1
  4.3	752	12.0%	6.9%	i	25.4	4.5	2.5	4.5	1.1	.	.	1.94	1159	i	-3.1
38. Cc1ccccc1C(=O)NNC(=O)c1cccc([N+](=O)[O-])c1
  -6.5	692	-12.8%	-3.4%	i	51.6	3.5	3.3	7.6	1.1	.	.	-0.28	1187	i	-3.4
39. Cc1cc(NS(=O)(=O)c2ccc(NC(=O)c3cc(-c4cccnc4)nc4ccc(Cl)cc34)cc2)no1
  .	.	6.9%	4.9%	i	18.6	3.7	2.2	5.0	1	-1.6	1368	-0.29	1407	i	-20.7
40. Cc1cc(OC(=O)c2c(Cl)cccc2Cl)nc(C)n1
  -0.6	698	2.9%	0.8%	i	26.4	4.7	1.1	8.5	1.1	-2.8	1065	0.32	1872	i	8.5
41. COc1ccc(OC)c(-c2csc(N3CCC(c4ccccc4)CC3)n2)c1
  1.5	696	6.5%	11.6%	i	33.3	3.0	2.6	4.3	1.1	-0.6	900	0.55	1676	i	-5.3
42. CC(Oc1ccc(F)cc1)c1ccnc2nc(/N=C/N(C)C)nn12 (stereo not given)
  8.1	706	0.5%	5.1%	i	45.8	3.5	2.1	8.4	1	1.4	1018	-0.08	1187	i	-2.9
43. COc1cccc(-c2csc(N3CCN(Cc4ccccc4)CC3)n2)c1
  .	.	17.2%	15.1%	i	13.6	6.0	2.0	1.6	1	-2.0	1212	-0.91	1241	i	-35.0

Screens deposited in PubChem by several laboratories.
